# PP5 inh: PP5 (human) phosphatase inhibition. P53041. inhibition, % at 6.7 µM. purified PP5c, OMFP substrate fluorescence. 0.18% of 320,000 active;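 active means inhibition above the campaign's mean inhibition across all tested compounds plus 3 SD, cut at about 9.5% in these data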;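 further: 0% = DMSO only and 100% = 100 µM cantharidin control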
# TPT1 inhibitor: inhibitors of Candida albicans tRNA 2'-phosphotransferase TPT1; recombinant caTPT1, FP RNA substrate dephosphorylation; 0.81% of 300,000 active; AID 1962; inhibition, % at 5 µM;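 active means inhibition above the mean of all tested compounds plus 3 SD, set per screening campaign, cut at about 24% in these data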;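 further: plate controls were DMSO alone for no effect and ferristatin control at 100 nM for full effect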
# proCasp7 act: activates human procaspase-7, counter-screen for procaspase-3 activators; recombinant procaspase-7, Ac-DEVD-pNA absorbance 405 nm; D23A/D198A/D206A triple mutant, cannot self-cleave; scale: DMSO 0, 5 µM enzyme 100; activation, % at 8.5 µM; 0.093% of 330,000 active; AID 463210;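 active means percent activation above the screen-wide mean plus 3 SD, cut at about 25% in these data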
# Target sequence (P55210 whole entry D23A/D198A/D206A): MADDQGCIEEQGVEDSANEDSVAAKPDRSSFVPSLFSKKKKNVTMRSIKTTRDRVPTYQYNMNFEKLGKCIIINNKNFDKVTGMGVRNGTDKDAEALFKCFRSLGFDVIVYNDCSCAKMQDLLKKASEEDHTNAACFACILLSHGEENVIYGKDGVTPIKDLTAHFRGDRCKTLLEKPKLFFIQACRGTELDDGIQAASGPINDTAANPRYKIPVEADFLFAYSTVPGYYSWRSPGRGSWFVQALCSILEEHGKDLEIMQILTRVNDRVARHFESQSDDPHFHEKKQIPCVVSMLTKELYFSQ
#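 Assay system: Uncleavable procaspase-7 mutant enzyme | Input: 2 µM procaspase-7 mutant as dispensed | Timing: 1 h compound preincubation, 2 h substrate cleavage, 25 °C | Repeats: One well per compound | Control set: DMSO wells as 0%, DMSO with 5 µM added PC-7 as 100% | Technique: Epi-absorbance of released pNA at 405 nm, two timepoints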
# Efflux pump inh: inhibitors of Candida antifungal efflux pumps expressed in yeast. S. cerevisiae Candida pump triplex, Nile Red efflux. inhibition, % at 10 µM. 0.44% of 330,000 active. AID 485275;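 active means plate passing quality check with inhibition over a set limit, or well fluorescence over plate mean plus 4 SD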;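 further: Nile Red retained in pooled yeast measured as flow cytometry median fluorescence; 0% = buffer negative control and 100% = Enniatin B positive control; higher means more Nile Red kept so more efflux inhibition; some compounds called inactive have numbers as strong as hits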
# JMJD2C inh: blocks human GASC-1 demethylase activity; GST-JMJD2C(1-420) H3K9me3 demethylation, DELFIA europium; inhibition, % at 2.35 µM; 0.069% of 330,000 active; AID 2099;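 active means more than half of a compound's replicate wells show inhibition beyond 50%, single wells judged on their own value; inconclusive means some, but no more than half, of replicates pass 50% inhibition; inactive means no replicate passes 50% inhibition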;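 further: signal counts dimethyl H3K9 product captured on neutravidin plate; 0% = median of DMSO wells and 100% = 0.3 times that DMSO median; strong numbers were not always called active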
# procasp3 activ: procaspase-3 (human) activation; activation, % at 8.5 µM; AID 463141; 0.11% of 330,000 active; P42574; recombinant procaspase-3 D3A, Ac-DEVD-pNA absorbance 405 nm;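 active means activation above the mean of all tested compounds plus 3 SD, cut at about 21% in these data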;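 further: 0% = DMSO alone and 100% = DMSO wells spiked with extra 5 µM PC-3 D3A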
# Target sequence (P42574 whole entry D9A/D28A/D175A): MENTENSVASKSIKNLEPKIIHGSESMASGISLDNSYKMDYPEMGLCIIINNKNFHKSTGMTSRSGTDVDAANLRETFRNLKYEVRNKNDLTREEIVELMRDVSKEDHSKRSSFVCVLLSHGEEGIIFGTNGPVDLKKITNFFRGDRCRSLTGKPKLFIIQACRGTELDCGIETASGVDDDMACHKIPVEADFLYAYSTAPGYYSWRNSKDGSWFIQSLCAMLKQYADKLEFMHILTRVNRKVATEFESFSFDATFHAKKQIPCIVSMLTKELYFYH
#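 Test system: Procaspase-3 D3A mutant; medium: Zinc-free HEPES/NaCl buffer with 0.01% Triton X-100 at pH 7.4; reagent: DEVD-pNA substrate; doses: one concentration, 8.5 µM nominal, 0.8% DMSO; times: 1 h preincubation plus 2 h reaction at 25 °C; signal: Epi-absorbance at 405 nm of released p-nitroaniline, 0 and 120 min; replicates: singlicate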
# PP1 counter: blocks human PP1-alpha phosphatase, a PP5 counter-screen; P62136; purified PP1alpha, OMFP fluorescence; inhibition, % at 6.7 µM; 0.9% of 320,000 active; AID 2235;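 active means inhibition above the mean inhibition of all tested compounds plus 3 SD, computed separately for each screening campaign, cut at about 15% in these data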
# Target sequence (P62136 whole entry, looked up): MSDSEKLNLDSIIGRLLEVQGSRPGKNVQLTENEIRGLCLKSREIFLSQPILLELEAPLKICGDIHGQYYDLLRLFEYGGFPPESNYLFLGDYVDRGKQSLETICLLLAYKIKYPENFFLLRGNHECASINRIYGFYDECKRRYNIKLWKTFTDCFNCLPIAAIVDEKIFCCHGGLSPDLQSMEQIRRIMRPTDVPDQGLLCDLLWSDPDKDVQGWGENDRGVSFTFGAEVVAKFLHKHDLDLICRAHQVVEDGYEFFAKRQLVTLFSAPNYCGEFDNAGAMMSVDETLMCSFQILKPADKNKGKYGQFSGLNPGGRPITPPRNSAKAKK
# CTSL1 counter: cathepsin L1 inhibition, PFM18AAP counter-screen; AID 1906; inhibition, % at 5.96 µM; recombinant F. hepatica cathepsin L1, Z-Leu-Arg-MCA fluorescence; 0.49% of 300,000 active;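 active means inhibition above the mean of all tested compounds plus 3 SD, set per screening campaign, cut at about 17% in these data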;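 further: 0% = plate median of test compound wells and 100% = 1 µM Z-Phe-Ala-diazomethylketone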
# core dimer inh: blocks dimerization of HCV core protein | TR-FRET GST/Flag-core106 dimerization, 1536-well | 0.33% of 300,000 active | AID 1899 | inhibition, % at 5 µM;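 active means inhibition above the mean of all tested compounds plus 3 SD, set per screening campaign, cut at about 45% in these data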
#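 Assay system: tagged HCV core106 pair (GST and Flag); medium: KF-containing HEPES buffer, pH 7.45, DTT, CHAPS, BSA; also added: Eu donor and XL665 acceptor anti-tag antibodies; dosing: 5 µM single dose; timing: compound-protein-antibody incubation 4 h at 22.5 °C; signal: TR-FRET 671 and 617 nm emission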
# Numbers without * were called inactive; ? = inconclusive; . = not tested or not shown.
# Preview (two entries):
SMILES,PP5 inh,TPT1 inhibitor,proCasp7 act,Efflux pump inh,JMJD2C inh,procasp3 activ,PP1 counter,CTSL1 counter,core dimer inh
CC(C)OCCCNC(=O)CN1CCN(Cc2ccc(Cl)cc2)C1=O,0.5,-4,-1,0.1,90,7,-2,-2,-2
O=C(OC1CCCCC1)c1cc2ccccc2oc1=O,0.6,-1,2,-0.1,-9,-4,0,-3,2

# The listing, repeating the preview:
SMILES,PP5 inh,TPT1 inhibitor,proCasp7 act,Efflux pump inh,JMJD2C inh,procasp3 activ,PP1 counter,CTSL1 counter,core dimer inh
CC(C)OCCCNC(=O)CN1CCN(Cc2ccc(Cl)cc2)C1=O,0.5,-4,-1,0.1,90,7,-2,-2,-2
O=C(OC1CCCCC1)c1cc2ccccc2oc1=O,0.6,-1,2,-0.1,-9,-4,0,-3,2
CC(C)NCC(O)c1ccc(O)c(O)c1 (stereo unspecified),0.8,1,-22,0.0,7,-4,4,-3,-6
CCOC(=O)c1c(NC(=O)C2CCCO2)sc(C(=O)OC(C)(C)C)c1C (stereo unspecified),3.4,-3,-2,0.0,-6,-4,0,-2,6
O=S(=O)(Nc1ccccn1)c1cnc(Cl)c(Br)c1,1.6,-4,3,0.1,2,8,3,-3,5
Cc1nnsc1Sc1ccccn1,1.5,0,-2,0.1,76,-1,1,-1,-7
COc1ccc(NC(=O)Cc2c(F)cccc2Cl)cc1,-0.9,3,-6,0.1,4,7,-5,3,0
Cc1noc(C)c1COC(=O)c1cccc(S(=O)(=O)N2c3ccccc3CC2C)c1 (stereo unspecified),0.6,3,-4,-0.1,-3,-11,5,1,7
CCOc1ccc2nc(NS(=O)(=O)c3ccc4c(c3)n(C)c(=O)n4C)sc2c1,0.6,2,-6,0.0,8,-1,0,0,6
CC(C)(C)CC(C)(C)NC(=O)Nc1cccc([N+](=O)[O-])c1,1.9,4,8,0.1,0,-2,0,-1,1
NS(=O)(=O)c1ccc(N2CCCCCC2)c([N+](=O)[O-])c1,0.5,1,9,-0.2,-5,-9,-1,-2,-2
Cc1c(Cl)cccc1NC(=S)NNc1ncc(C(F)(F)F)cc1Cl,4.0,0,-7,0.0,-4,1,6,1,-5
C/C(=N\NC(=O)c1cccc(Br)c1)c1ccc(Br)cc1,1.4,-5,6,-0.1,3,-3,0,-1,1
CCc1cccc(CC)c1NC(=S)NC(C)c1ccccc1 (stereo unspecified),5.5,1,-7,0.0,-5,-1,-3,-2,12
Nc1ccccc1OCCOc1ccccc1N,1.9,1,5,0.0,-2,-4,-4,-7,10
Cc1ccc(S(=O)(=O)N2CCN(C(=O)C(C)Cn3nc(C)c(C)c3C)CC2)cc1C (stereo unspecified),0.6,4,-2,0.0,4,-1,-2,3,-4
Cc1nc2c(C(=O)N3CCN(c4ccccn4)CC3)cnn2c(C)c1Cc1cccc(Cl)c1,3.2,0,3,0.3,5,2,3,-3,2
CCOC(=O)CSc1ncnc2c1nnn2-c1ccc(F)cc1,1.2,-1,7,0.0,9,5,-2,-1,5
CSc1ncccc1C(=O)NCC(c1ccco1)N1CCCCC1 (stereo unspecified),.,.,-9,0.1,0,2,.,.,.
Cc1ccc(C)c(Nc2cc(C)nc3ncnn23)c1,-1.1,3,8,-0.2,-10,-5,2,-4,9
COc1ccc(OCC(=O)Nc2ccc(N3CCN(C(=O)c4ccccc4C)CC3)cc2)cc1,1.6,-1,-7,-0.1,-34,-1,0,3,7
Cc1cc(C)c(C(=O)NC2CCCc3c2cnn3-c2ccc(C)c(C)c2)c(=O)[nH]1 (stereo unspecified),3.1,2,8,2.5,-11,13,-4,-2,8
O=C(CN1C(=O)c2cccnc2Oc2ccc(Cl)cc21)NC1CCCCCC1,-0.4,-4,2,0.1,-5,4,3,1,11
O=C(Nc1cccc(F)c1)c1ccc(-c2ccccc2Cl)o1,4.2,0,2,-0.1,4,9,6,0,-6
Cc1nnn(C23CC4CC(CC(C(=O)NN)(C4)C2)C3)n1,2.6,0,-10,-0.1,-5,5,1,-3,-11
COc1ccc(CCC(=O)NC2CCC(C)CC2)cc1 (stereo unspecified),3.6,0,-2,0.2,8,5,-4,0,5
CCN(CC(=O)Nc1ccccc1C(F)(F)F)C(=O)c1ccc(N2C(=O)CCC2=O)cc1,1.6,3,7,0.1,-4,-5,-5,1,-2
CC(=O)c1ccc(N2CCN(S(=O)(=O)c3c(C)[nH]c(C)c3C(=O)N3CCCCC3)CC2)cc1,1.5,2,6,0.1,5,-1,0,-1,0
Cc1cc(C)n(-c2nc(C)nc(N)n2)n1,0.9,2,7,0.0,15,2,-4,5,-6
COc1cc(/C=N/Nc2snc(SC)c2C#N)ccc1O,-0.5,1,0,0.0,15,-5,5,1,-21
C[C@H](NC(=O)C1CC(=O)N(c2ccc3c(c2)OCCO3)C1)C(=O)N1CCCCC1 (stereo partly specified),1.6,-2,7,0.1,-1,6,-3,-1,-11
CSc1ncccc1C(=O)N1CCN(S(=O)(=O)c2ccc(C)cc2)CC1,-0.6,-7,1,-0.2,-15,-2,1,7,8
COC(=O)C1=COC(OC2OC(CO)C(O)C(O)C2O)C2C1C=CC2(O)CO (stereo unspecified),2.6,2,-9,0.1,.,-2,-4,0,0
O=C(NCc1ccc2c(c1)OCO2)c1ccc(CSCc2cccc(Cl)c2)o1,1.6,-6,2,-0.1,-16,-1,6,3,-3
COc1cc2oc3ccc(C#Cc4ccc(N)cc4)cc3c(=O)c2cc1OC,-0.8,2,3,0.1,-1,-4,2,-2,-8
Cc1cc(NC(=O)CSc2nccn2-c2ccc([N+](=O)[O-])cc2)no1,0.1,-2,3,-0.2,-26,1,-1,0,-2
Cc1cc(NC(=O)c2ccc([N+](=O)[O-])cc2Cl)no1,-0.5,0,-8,0.1,6,5,0,-1,4
COC(=O)c1ccc(/C=N/OCC(=O)Nc2cc(F)ccc2F)cc1,4.8,-2,-5,-0.6,25,-1,1,6,-5
CNC(=O)CS(=O)(=O)CC(=O)Nc1cc(OC(C)C)c(Cl)cc1Cl,-1.2,-5,-2,-0.2,-16,5,-1,-1,-6
Cc1cccc(C(=O)Oc2ccccc2C(=O)N2CCOCC2)c1,-1.3,1,5,0.0,-5,-10,-5,-1,1
Cc1noc(NS(=O)(=O)c2ccc(NC(=O)CCC3CCCCC3)cc2)c1C,-0.3,-1,11,-0.2,10,1,0,2,7
NNC(=O)c1cncc(Br)c1,0.8,-2,-2,0.1,6,3,1,-1,-8
O=C(/C=C/c1ccc2c(c1)OCO2)N1CCN(c2ccc(Cl)cc2)CC1,1.5,0,7,-0.1,-2,2,1,1,-1
CCOC(=O)c1c(C)[nH]c(C(=O)OC)c1CCC(=O)OC,0.2,2,-6,0.0,1,2,-2,-2,6
Cc1[nH]n(-c2ccccc2)c(=O)c1C(c1ccc(C(=O)O)cc1)c1c(C)[nH]n(-c2ccccc2)c1=O,1.9,-1,8,-0.3,-1,6,4,-2,-7
CCn1cnc2sc(C(=O)O)c(C)c2c1=O,-1.6,2,6,0.0,2,4,-2,-2,-8
CSc1ccccc1NC(=O)c1cc(-c2cccs2)on1,2.9,-3,8,-0.2,-1,-4,4,2,5
N#CCCNCC1(c2ccccc2)CCCC1,3.7,-4,5,0.1,2,-2,-4,-2,0
CN(CC(=O)Nc1cccc(F)c1)C(=O)/C=C/c1ccc(Br)s1,-3.2,3,2,0.0,-1,4,-3,3,-2
Cn1c(=O)c(=O)n(C)c2cc(N3CCCC3)c(NS(=O)(=O)c3ccc(F)cc3)cc21,0.1,0,-2,-0.2,-6,-4,-1,0,-7
O=C(NCc1ccc2c(c1)OCO2)c1nn2cccnc2c1Cl,-0.8,2,1,-0.1,9,-3,0,-2,4
c1ccc(CNc2ncnc3c2cnn3Cc2ccccc2)cc1,0.8,0,4,0.1,3,3,-3,-4,0
COc1ccccc1N1CC(C(=O)Nc2ccc(C)c(S(=O)(=O)N3CCOCC3)c2)CC1=O (stereo unspecified),.,.,19,0.1,9,0,.,.,.
O=c1c2ccccc2[nH]c(=S)n1CCC1=CCCCC1,1.9,-1,-3,0.1,-9,0,2,-2,-1
Cc1cc2ccccc2c(=O)n1CC(=O)NCc1ccco1,2.3,-3,1,0.1,9,-10,4,0,-4
Cn1c(N)c(C(=O)COC(=O)c2ncc(Cl)c(Cl)c2Cl)c(=O)n(C)c1=O,-2.0,-3,2,0.0,0,1,-4,-1,0
O=C(O)c1ccc(NCc2nc3ccccc3n2Cc2ccccc2F)cc1,-1.0,-2,-13,-0.1,-4,9,1,3,-3
CC(C)(C)OC(=O)C[C@@H]1C/C=C\C[C@@H](CC(=O)NCCO)C(=O)N[C@H](Cc2c[nH]c3ccccc23)COC1=O,.,.,2,-0.1,4,8,.,.,.
CCCCNC(=O)C1COc2ccccc2O1 (stereo unspecified),-1.4,2,2,0.4,6,3,-3,-1,0
O=C(NCC1CCCCC1)c1ccc(Cl)c(S(=O)(=O)N2CCOCC2)c1,2.7,.,4,0.0,3,-4,1,.,.

# Next section:
SMILES,PP5 inh,TPT1 inhibitor,proCasp7 act,Efflux pump inh,JMJD2C inh,procasp3 activ,PP1 counter,CTSL1 counter,core dimer inh
Nc1cc(N)nc(SCc2cc([N+](=O)[O-])cc3c2OCOC3)n1,-0.3,0,2,0.1,7,11,0,1,7
CCOC(=O)C1CCN(C(=O)CN(c2ccc3c(c2)OCO3)S(C)(=O)=O)CC1,1.4,1,-2,0.5,-1,-8,-3,-1,-2
CCCc1ccccc1OCCNC(C)=O,3.3,6,-2,0.3,-1,2,1,-2,2
Cc1cc(C)nc(NS(=O)(=O)c2ccc(NS(=O)(=O)c3ccc(C#N)cc3)cc2)n1,3.8,3,10,0.0,-6,4,-1,0,-10
COC(=O)c1c(NC(=S)Nc2cc(OC)c(Cl)cc2OC)sc2c1CCCCC2,1.7,3,-15,-0.3,9,-5,1,2,21
Cc1cc(=O)oc2c(C)c(OCC(=O)NCc3ccccn3)ccc12,0.6,-3,-2,-0.1,-6,3,-2,4,0
CN(C)CCNc1nc2sc3c(c2c(=O)n1CCc1ccccc1)CCCCC3,-1.2,1,0,0.1,-16,6,2,2,-3
O=C(NCCc1ccncc1)Nc1cccc(Cl)c1,1.1,0,4,-0.1,-5,8,2,5,1
CC(CN1CCOCC1)OC(=O)c1ccccc1 (stereo unspecified),2.4,1,-9,0.4,1,-2,-2,4,3
CC1(C)CC(=O)C(C2=NC(C)(C)Cc3ccccc32)=C(O)C1,1.2,-2,-3,0.2,?,-9,-3,6,1
N#Cc1ccc(NC(=O)CNc2cc(S(=O)(=O)N3CCOCC3)ccc2NCC2CCCO2)cc1 (stereo unspecified),-2.6,5,12,0.0,-2,-1,-3,1,-2
Cc1ccc(-n2cc(CNCCN3CCOC3=O)c(-c3ccc(F)cc3)n2)cc1,-0.3,4,3,0.3,-2,0,1,-5,-1
